# Bioassay records deposited in PubChem by several laboratories.
# Hsp70 activator = Hsp70 transcriptional activation, primary screen. HeLa Hsp70 promoter luciferase reporter, luminescence; scaled: vehicle 0, proteasome-inhibitor control 100%. AID 1203. 200,000 tested, 0.04% active. activation, % at 10 µM;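 active means activation above the mean across all tested compounds plus 3 SD, cutoff set per campaign, cut at about 5.5% in these data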;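 further: 100% = MG132 at 30 µM as the positive control and 0% = DMSO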
# APP 5'UTR act = APP 5'UTR luciferase reporter activation. AID 1276. activation, % at 2 µM. 190,000 tested, 1% active. SH-SY5Y APP 5'UTR luciferase reporter, luminescence; zero percent = DMSO vehicle wells;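 active means activation above a set limit, based on mean plus 3 SD of controls, cut at about 140% in these data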; further: values of inactives mirror those of a sister screen read the other way
# NF-kB expr up = NF-kB expression increase, human neuronal cells; 190,000 tested, 1.6% active; fold change at 12.5 µM; NF-kB reporter expression; active compounds read high; in the data active means fold change above about 3.3
# Redox H2O2 prof = compounds producing H2O2 with reducing agent – biochemical, NIH compound library profiling, artefact control for MLSCN library redox annotation, primary screen | DTT-dependent redox cycling H2O2, phenol red/HRP absorbance; 100% = 100 µM peroxide control, 0% = buffer | activation, % at 10 µM | 200,000 tested, 0.03% active;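 active means activation of at least 50% relative to the plate's high and low controls in the primary single-dose screen; inactive means activation below 50%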;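 further: compound incubated with DTT at 0.8 mM final as the reducing agent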
# STAT1 activator = STAT1 signaling activation | activation (% of control), % at 5.5 µM | 200,000 tested, 2.6% active | NIH 3T3 STAT1-luciferase reporter, IFN-gamma, luminescence; 100% = IFN-gamma alone, no compound;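 active means activation above the screen-wide mean activation plus 3 SD, cut at about 130% in these data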;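 further: raw ratio to IFN-gamma control signal so 100% means no change and 0% no light; values of inactives mirror those of a sister screen read the other way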
# TLR4 MyD88 comp = TLR4-MyD88 interaction inhibition in cells; O00206+Q99836; HeLa CL3-4 TLR4/MyD88 BLA complementation, FRET ratio; inhibition, % at 8.4 µM; 200,000 tested, 0.18% active; AID 861; in the data active means inhibition above about 25%;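 further: 0% = vehicle and 100% = reference inhibitor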
# Target sequence (O00206 whole entry, looked up): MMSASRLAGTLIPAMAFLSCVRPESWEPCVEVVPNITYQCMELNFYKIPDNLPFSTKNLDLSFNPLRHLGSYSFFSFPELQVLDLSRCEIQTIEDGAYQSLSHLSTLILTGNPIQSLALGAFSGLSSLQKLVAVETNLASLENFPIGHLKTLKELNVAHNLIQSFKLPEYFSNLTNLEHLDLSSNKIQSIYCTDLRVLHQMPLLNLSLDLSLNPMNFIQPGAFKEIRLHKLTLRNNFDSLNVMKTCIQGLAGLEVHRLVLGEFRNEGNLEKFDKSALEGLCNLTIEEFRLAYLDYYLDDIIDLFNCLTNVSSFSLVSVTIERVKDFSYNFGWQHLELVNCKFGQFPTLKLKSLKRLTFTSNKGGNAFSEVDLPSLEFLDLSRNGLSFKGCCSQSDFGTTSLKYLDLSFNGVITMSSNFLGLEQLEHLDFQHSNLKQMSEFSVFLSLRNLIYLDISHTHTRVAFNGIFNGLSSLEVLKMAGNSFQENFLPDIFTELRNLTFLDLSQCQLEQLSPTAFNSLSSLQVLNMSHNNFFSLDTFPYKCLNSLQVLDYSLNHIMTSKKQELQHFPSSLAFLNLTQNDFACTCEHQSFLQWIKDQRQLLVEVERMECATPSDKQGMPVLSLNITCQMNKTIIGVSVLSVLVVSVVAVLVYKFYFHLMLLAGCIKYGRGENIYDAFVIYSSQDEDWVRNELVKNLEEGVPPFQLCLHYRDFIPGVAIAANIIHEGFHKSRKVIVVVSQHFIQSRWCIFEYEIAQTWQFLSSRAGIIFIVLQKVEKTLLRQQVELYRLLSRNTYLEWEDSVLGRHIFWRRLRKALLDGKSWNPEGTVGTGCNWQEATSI
# Target sequence (Q99836 whole entry, looked up): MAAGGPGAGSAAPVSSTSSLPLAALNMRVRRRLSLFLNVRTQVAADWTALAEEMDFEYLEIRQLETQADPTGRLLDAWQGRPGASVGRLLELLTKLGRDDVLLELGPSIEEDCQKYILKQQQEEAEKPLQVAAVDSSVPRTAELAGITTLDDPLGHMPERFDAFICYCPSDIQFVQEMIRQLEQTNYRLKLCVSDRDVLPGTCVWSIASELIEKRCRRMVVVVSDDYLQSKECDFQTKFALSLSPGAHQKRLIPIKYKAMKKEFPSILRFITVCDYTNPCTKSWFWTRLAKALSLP
# STAT3 act = increases IL-6 driven STAT3 reporter signal. U3A cells, IL-6 STAT3-luciferase reporter, luminescence; 100% = signal with IL-6 EC80 alone. activation (% of control), % at 5.6 µM. 190,000 tested, 0.91% active;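 active means activation above the screen-wide mean of compound activation plus 3 SD, cut at about 130% in these data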;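 further: 0% = background luminescence of wells with medium and substrate only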
#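 Material: STAT1-lacking human U3A cells, STAT3 luciferase reporter | Benchmarks: IL-6-only wells as 100% reference | Probe or stimulus: IL-6 (33 ng/mL) | Timing: Compound 1 h, then IL-6 6 h at 37 °C | Detection: Luminescence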
# STAT3 inh = inhibitors of IL-6 induced STAT3 signaling; U3A cells, IL-6 STAT3-luciferase reporter, luminescence; host cell line lacks STAT1; inhibition, % at 5.5 µM; 190,000 tested, 0.89% active;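 active means inhibition above the mean inhibition across all screened compounds plus 3 SD, cut at about 44% in these data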;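 further: 0% = DMSO only wells and 100% = 100 µM nifuroxazide control wells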
# HMGR II inh = E. faecalis class II HMG-CoA reductase inhibition | purified E. faecalis HMGR, NADPH absorbance 340 nm kinetic | inhibition, % at 10 µM | 190,000 tested, 0.41% active | AID 1066;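 active means inhibition above a set limit, the median over all tested compounds plus 3 SD, cut at about 9.5% in these data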;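 further: enzyme runs in reverse so mevalonate oxidation gives rising NADPH absorbance; 0% = complete reaction with DMSO and 100% = background rate lacking mevalonate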
# STAT1 blocker = reduces IFN-gamma driven STAT1 reporter signal | NIH 3T3 STAT1-luciferase reporter, luminescence | inhibition, % at 5.5 µM | 200,000 tested, 0.35% active | AID 920;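 active means inhibition above a set limit, the mean inhibition across all tested compounds plus 3 SD, cut at about 34% in these data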;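 further: 0% = IFN-gamma with DMSO and 100% = IFN-gamma with 300 µM nifuroxazide; values of inactives mirror those of a sister screen read the other way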
# * hit, by the source's call; x = not tested or not shown.
# Below each SMILES: Hsp70 activator	APP 5'UTR act	NF-kB expr up	Redox H2O2 prof	STAT1 activator	TLR4 MyD88 comp	STAT3 act	STAT3 inh	HMGR II inh	STAT1 blocker
> Cc1ccc2cc(CCNS(=O)(=O)c3ccc(F)cc3)c(=O)[nH]c2c1C
→ -0.3	0	0.81	0.5	98	-16	x	x	-1	1
> CCOc1ccccc1N(CC(=O)NCc1ccccc1)C(=O)CCC(=O)Nc1cc(C)ccn1
→ -0.5	-17	0.88	-0.7	96	9	97	7	0	2
> C/C(=N\NS(=O)(=O)c1ccc(Cl)cc1)c1ccc(O)cc1
→ 0.0	6	1.1	1.7	105	6	104	7	0	-6
> O=C(NCc1ccc2c(c1)OCO2)c1cc2ncc(Br)cn2n1
→ -0.1	1	1.3	-0.5	98	-10	102	4	0	2
> COc1cccc(Cn2cnc3c(NS(=O)(=O)c4cccc(Cl)c4Cl)c(C)c(C)cc32)c1
→ -0.1	3	0.61	0.8	91	-1	95	9	-2	10
> Cc1ccc(C(=O)NC(=S)Nc2cccc(-c3nc4ccccc4s3)c2)cc1
→ -0.1	50	0.9	1.3	105	6	95	5	10*	-6
> Cc1nn2c3cc(N4CCOCC4)ccc3nc2c2ccccc12
→ -0.3	51	x	0.8	134*	1	93	12	x	-37
> O=S(=O)(c1cccc(S(=O)(=O)N2CCOCC2)c1)N1CCCCC1
→ -0.2	-19	1.1	0.1	100	1	95	12	-3	0
> COc1ccc(N/C(=N/c2nc(C)cc(C)n2)NC(=O)Nc2ccc(Cl)c(Cl)c2)c(OC)c1
→ -0.1	-12	1.2	0.2	100	-2	102	1	-4	0
> COc1cc([N+](=O)[O-])ccc1NC(=O)CN1CCN(C(=O)c2ccco2)CC1
→ -0.1	23	0.94	0.0	94	10	100	5	-7	6
> CCN(CC)c1ccc(NC(=O)c2cccnc2)cc1
→ -0.1	-3	1.7	-0.4	110	-1	82	22	0	-10
> COc1ccc(-n2ccsc2=S)cc1
→ -0.3	16	1	1.5	95	-5	99	7	-1	5
> Cn1c(SCc2cc([N+](=O)[O-])cc3c2OCOC3)nnc1-c1ccccn1
→ -0.1	2	1.1	-0.4	98	0	100	2	1	1
> CCC(=O)N(Cc1c(C)nn(-c2ccccc2)c1Cl)c1ccc(Cl)cc1
→ -0.2	-6	1.2	1.1	102	-6	105	-6	1	-2
> O=C(c1ccc(Cl)cc1)[C@@H]1[C@@H]2C(=O)N(c3ccccc3)C(=O)[C@@H]2C2c3ccccc3C=NN21 (some centres not stated)
→ 0.0	-8	1	0.1	113	14	114	-15	-2	-14
> CCN(CC)CCNC(=O)c1ccc(NC(=O)c2cccc(S(=O)(=O)Nc3ccc(C)cc3)c2)cc1
→ -0.3	-6	0.62	-0.6	94	-12	99	6	-1	8
> COc1ccc(C(=O)CC(c2ccccc2)C2CCCCC2=O)cc1 (configuration not stated)
→ -0.5	-7	1.1	-0.1	94	-5	98	8	-3	7
> O=C(c1ccsc1)N1CCN(C(=O)c2cccs2)CC1
→ -0.3	-1	1.1	0.9	100	-9	101	-1	0	0
> CCn1cc(C(=O)NCc2cccs2)c(=O)c2ccc(C)nc21
→ 0.0	25	1.2	0.4	107	3	94	11	-8	-8
> CC1(c2ccccc2)CC(C)(C)N2C(=O)C3(C(C#N)=C(N)Oc4cc(O)ccc43)c3cccc1c32 (configuration not stated)
→ -0.5	7	1.1	0.2	107	-7	96	12	0	-8
> CCN=c1sc(C(=O)Nc2ccccc2)c(C)n1CC
→ 0.0	-4	1.3	0.0	105	-3	84	25	-1	-8
> CCOC(=O)/C(=N/Nc1ccc(Cl)cc1)S(=O)(=O)c1ccc(Cl)cc1
→ -0.2	22	1.1	-1.2	99	-6	100	1	-3	1
> Cc1ccc(NC(=O)N/C=C/c2ccco2)cc1C
→ 0.1	13	1.3	-5.0	103	11	97	11	-1	-3
> CCc1ccccc1NC(=O)NC1CC2CCC(C1)N2Cc1cccs1 (configuration not stated)
→ -0.4	6	0.73	0.4	102	-8	101	9	0	-2
> CCN1CCN(CC(=O)Nc2sc3c(c2C#N)CCC3)CC1
→ -0.1	25	1	0.5	106	2	98	8	5	-7
> c1ccc(C(c2ccccc2)c2noc(CN3CCC(c4ccncc4)CC3)n2)cc1
→ -0.1	-30	0.84	0.5	95	2	122	-11	-3	5
> CN(C(=O)COc1ccc([N+](=O)[O-])cc1)C1CCS(=O)(=O)C1 (configuration not stated)
→ 0.0	21	0.98	0.4	99	-20	104	2	1	-2
> Cc1ccsc1/C=N/n1c(-c2cccnc2)n[nH]c1=S
→ -0.5	-8	1.3	1.3	97	3	99	2	2	3
> CCNC(=S)N1CCn2cccc2C1c1ccc(F)cc1 (configuration not stated)
→ -0.3	-9	1.3	-0.2	96	10	103	4	-4	4
> Cc1csc(NC(=O)CCc2nc3ccccc3s2)n1
→ -0.1	1	0.78	1.4	103	-11	107	2	1	-3
> CCc1ccc(N=CC2=C(O)CC(c3ccco3)CC2=O)cc1 (configuration not stated)
→ -0.3	-1	1.8	-0.3	108	-8	92	9	-4	-8
> COc1ccc(NC(=O)CN(C)S(=O)(=O)c2cccc3cccnc23)cc1
→ -0.2	2	0.81	-0.6	99	-2	91	19	3	1
> COc1cccc(C(=O)NC(=S)Nc2cccnc2)c1
→ -0.1	21	1.4	0.1	114	-8	103	-9	-1	-15
> CCOC(=O)c1c(NC(=O)C(C)N2CCN(C(=O)c3ccco3)CC2)sc2c1CCCC2 (configuration not stated)
→ -0.1	1	2.2	0.1	103	4	98	-1	-3	-3
> COc1ccc(C2=Nn3c(nnc3-c3ccccc3OC)SC2)cc1OC
→ -0.1	-96	1.4	1.9	95	3	150*	-54	-4	6
> O=C(c1ccc(S(=O)(=O)N2CCC(c3nc4ccccc4s3)CC2)cc1)N1CCCCC1
→ -0.2	-3	x	-0.7	99	-10	96	6	x	1
> COc1ccc(-n2nc3c(=O)[nH][nH]c3cc2=O)cc1
→ 0.1	16	1.2	-0.5	103	2	114	-2	-3	-4
> O=C(O)c1cc(N=Nc2c(O)ccc3ccccc23)cc(C(=O)O)c1
→ -0.1	10	0.91	-0.6	100	-2	116	-14	-2	-1
> Cc1nn(-c2ccccc2)c(C)c1NC(=O)COc1ccc(Br)cc1Cl
→ -0.4	3	0.87	0.5	93	4	90	7	-8	8
> C=CCc1ccc(OCC(O)COc2ccc(CC=C)cc2OC)c(OC)c1
→ -0.2	-10	1.1	0.4	108	7	110	-4	-6	-9
> CC1CCCN(C(=O)c2ccncc2)C1 (configuration not stated)
→ -0.1	-12	1.3	2.1	99	-7	106	-1	0	1
> COCc1ccc(CN2CCC(CO)(CC3CCCCO3)CC2)o1 (configuration not stated)
→ -0.2	-12	0.94	-1.1	97	-10	96	7	-6	2
> Cc1cc2cc(CN(CCCO)S(=O)(=O)c3cccc4nsnc34)c(=O)[nH]c2cc1C
→ -0.1	0	0.45	2.8	108	-7	106	-4	-4	-9
> COCCn1c(CN2CCC(Cc3ccccc3)CC2)nc2c1c(=O)n(C)c(=O)n2C
→ -0.4	-19	0.6	1.3	82	-5	69	40	-1	19
> Cc1ccc(SCc2cc(=O)[nH]c(N3CCN(Cc4ccccc4)CC3)n2)cc1
→ -0.2	20	1	-2.9	102	9	107	-4	-7	-2
> c1ccc(Cn2nnnc2C(c2ccncc2)N2CCOCC2)cc1 (configuration not stated)
→ -0.2	0	1.1	1.4	87	10	100	1	-4	15
> Cc1ccc(-n2c(SCc3cn4ccsc4n3)nc3ccccc3c2=O)cc1
→ -0.3	-6	0.77	0.3	93	-12	88	19	-2	8
> Cc1cc(C)cc(NC(=O)CSc2nnc(-c3ccccc3C)o2)c1
→ -0.2	41	4.2*	2.9	95	3	84	26	-2	5
> COC(=O)CCCCCCCCC(O)CN1CCCCC1 (configuration not stated)
→ 0.0	9	1.1	-0.2	98	-8	100	-3	-8	3
> CC(C)(C)c1n[nH]c(=S)n(N)c1=O
→ -0.1	3	1	-0.5	103	2	99	4	-10	-4
> COc1ccc(C(=O)CSc2nnc(C3CCCCC3)n2N)c(OC)c1
→ -0.4	7	0.88	0.1	96	2	87	21	-2	5
> C=CCc1c(C)nc(C)nc1N/N=C/c1ccc(F)cc1
→ -0.3	-13	0.99	0.1	90	3	88	15	-7	7
> CCOC(=O)c1ccc(NC(=O)CCOc2ccccc2)cc1
→ -0.1	-27	1.3	0.4	103	-5	87	21	2	-4
> CC(=O)Nc1ccc2c3c(cccc13)C(=O)N(c1ccccc1)C2=O
→ 0.4	-9	1	-0.3	97	12	88	16	-7	1
> C/C(=N\O)C(=O)NCCN1CCCCC1
→ -0.2	7	1.3	-3.1	105	-14	96	10	-3	-4
> CCNC(=S)N1C2CCC1CC(NC(=O)NC1CCCCC1)C2 (configuration not stated)
→ -0.3	-17	1.7	2.4	103	7	101	5	1	-4
> COC(=O)C1=C(C)n2nnnc2NC1c1cc2ccccc2o1 (configuration not stated)
→ -0.2	-2	1.3	-0.4	100	-10	93	15	-1	-1
> CCCn1c(C)cc(C(=O)COc2ccc(-c3nnco3)cc2)c1C
→ 0.2	16	1.2	-0.5	122	-12	99	9	-2	-23
> COC(=O)CCN1CCN(S(=O)(=O)c2ccccc2Br)CC1
→ -0.1	7	0.99	-1.0	101	1	106	-4	-7	-3
> Cc1ccc(NS(=O)(=O)c2ccc(/C=C/C(=O)O)cc2)cc1Cl
→ 0.2	-8	1.3	-1.2	90	-6	109	-8	-8	10

# The listing continues:
# Below each SMILES: Hsp70 activator	APP 5'UTR act	NF-kB expr up	Redox H2O2 prof	STAT1 activator	TLR4 MyD88 comp	STAT3 act	STAT3 inh	HMGR II inh	STAT1 blocker
> CC(C)=CCCC(C)CN1CCC(N2CCC(C(=O)N3CCCC3)CC2)CC1 (configuration not stated)
→ 0.1	-3	0.97	-0.4	94	-14	97	7	-4	5
> Nc1nc(SCC(=O)N2CCN(S(=O)(=O)c3ccc(Cl)cc3)CC2)n[nH]1
→ -0.2	-11	1.2	-0.4	104	4	106	-7	1	-3
> CCc1ccc(C(=O)/C=C2\Sc3ccccc3NC2=O)cc1
→ -0.4	16	0.83	0.1	117	1	108	-13	-1	-19
> O=C(CCn1c(=O)sc2ccccc21)NCc1ccccc1
→ -0.3	0	1.1	-1.1	104	11	104	0	1	-5
> Cn1c(-c2ccc(Cl)cc2)cnc1N
→ 0.6	12	1.4	1.4	96	-3	104	-1	-5	4
> O=C(NCc1cccs1)C(=O)NCC1OCCCN1S(=O)(=O)c1cccs1 (configuration not stated)
→ 0.2	-12	0.99	-0.1	109	-7	101	9	-9	-12
> CCn1cc(CNC(=O)/C=C/c2ccc([N+](=O)[O-])cc2)c(C)n1
→ 0.1	-16	0.87	-1.4	96	-8	101	8	0	3
> C=CCn1c(SCC(=O)c2cccs2)nc2sc(CC)cc2c1=O
→ -0.1	-2	1.1	3.2	95	-7	81	26	0	5
> NC1=NC(=O)/C(=C\c2cccnc2)S1
→ 0.3	5	1.1	-1.5	103	-3	113	-17	-8	-3
